TRb-SRC2 inh: TRbeta-SRC2 interaction inhibition; Potency, µM (top dose mostly 106 µM), without a hit: at the highest dose activity change, negative = inhibition, hits mostly inhibitors; TRbeta-SRC2 peptide binding, fluorescence polarization; receptor liganded with 1 µM T3; hit rate 0.065% among 280,000; P10828;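 note: plate controls were bound peptide for no effect and peptide without receptor for full effect; nearly all actives have a fitted effect of over 50% in size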
Target sequence (P10828 whole entry, looked up): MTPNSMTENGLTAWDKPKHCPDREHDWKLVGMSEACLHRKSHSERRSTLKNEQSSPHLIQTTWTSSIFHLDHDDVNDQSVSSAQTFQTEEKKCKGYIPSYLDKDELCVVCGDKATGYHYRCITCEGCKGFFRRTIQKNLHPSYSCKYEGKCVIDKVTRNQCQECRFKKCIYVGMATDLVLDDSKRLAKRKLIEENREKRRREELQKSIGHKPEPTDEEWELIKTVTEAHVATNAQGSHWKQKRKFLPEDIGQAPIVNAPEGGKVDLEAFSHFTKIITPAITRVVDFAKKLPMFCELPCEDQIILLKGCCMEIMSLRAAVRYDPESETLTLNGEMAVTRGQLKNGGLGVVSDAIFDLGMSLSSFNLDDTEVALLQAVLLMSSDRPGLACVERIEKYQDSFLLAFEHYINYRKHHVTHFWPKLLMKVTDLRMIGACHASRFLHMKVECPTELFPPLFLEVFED
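Assay buffer: 20 mM Tris-HCl, 100 mM NaCl, 10% glycerol, 1 mM EDTA, 0.01% NP-40, 1 mM DTT, 1 uM T3, 5% DMSO; TRb LBD 0.6 uM, Texas Red SRC2 20 nM; FP after 5 hr.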
Tau fibril FP: inhibitors of human tau fibril formation; P10636; K18 P301L tau heparin fibrillization, Alexa594 FP, 6 h; Potency, µM (top dose mostly 57.7 µM), without a hit: at the top dose activity, negative = inhibition, most hits filed as inhibitors; hit rate 0.39% among 280,000; AID 1468; note: % is set by controls: 0 for no effect and ±100 for the full control effect; nearly all actives have a fitted effect of over 55% in size
Target sequence (P10636 561-689 P618L limits assumed): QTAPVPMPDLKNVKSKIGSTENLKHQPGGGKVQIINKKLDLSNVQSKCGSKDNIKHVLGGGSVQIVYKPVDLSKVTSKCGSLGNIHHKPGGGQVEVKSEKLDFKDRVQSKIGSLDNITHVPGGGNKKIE
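Steps: dispense K18 P301L tau (15 uM plus 0.24 uM Alexa 594 tracer, final) in pH 7 sodium acetate; add compound; add heparin (20 uM final); incubate 6 hr, 37 C; add ThT (30 uM final); after 1 hr ambient, read FP.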
L3MBTL1 inh: blocks human L3MBTL1. AlphaScreen L3MBTL1–H3K9me1 peptide binding. Q9Y468. Potency, µM (titrated, usually from 57.1 µM), for the others: top-dose activity, negative = inhibition, actives largely listed as inhibitors. AID 485360. hit rate 0.66% among 230,000; note: % is set by controls: 0 for no effect and ±100 for the full control effect; nearly all actives have a fitted effect of over 60% in size
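L3MBTL1 (50 nM) pre-complexed 30 min with biotinylated H3(1-15)K9me1 peptide (75 nM), then compounds added for 30 min at room temperature; AlphaScreen streptavidin donor/nickel chelate acceptor beads (10 ug/mL final) read after 30 min dark incubation.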
HTT ATP protect: protects HTT-Q103 PC12 cells, measured by ATP. PC12 HTT-Q103 induced, cytoprotection, ATP luminescence, 40 h. Potency, µM (doses to about 56.4 µM), for inactives: cytoprotection (ATP increase), usual class: activators. hit rate 0.14% among 230,000. AID 1471;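 note: % of control where 0% means no effect; nearly all actives have a fitted effect of over 45% in size; toxic huntingtin expression switched on by the ecdysone agonist tebufenozide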
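Readout: ATPlite luminescence (ATP level). Model: stable PC12, inducible Htt exon1 Q103-GFP. Inducer: tebufenozide, 100 nM final. Compounds: dose series. No G418 in medium.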
RECQ1 helicase: blocks DNA unwinding by human RECQ1 | P46063 | RECQ1 DNA unwinding, red fluorescence kinetic read | Potency, µM (series often up to 57.3 µM), for inactives: top-dose activity, negative = inhibition, actives largely listed as inhibitors | hit rate 0.54% among 240,000 | AID 2549;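 note: plate controls were vehicle for no effect and no enzyme for full effect; nearly all actives have a fitted effect of over 30% in size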
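50 nM RECQ1T1 preincubated 15 min with compound in Tris pH 8.0 buffer with MgCl2, DTT, Tween-20 and 2.5 ug/ml poly(dI-dC); started with 200 nM TAMRA/BHQ-2 forked duplex and 2 mM ATP. Unwinding read as fluorescence (525/598 nm), two reads 2 h apart.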
TR SRC2 fluor cs: alters Texas Red total fluorescence, flagging assay interference. TRb/SRC2 Texas Red total fluorescence interference. Potency, µM (doses to about 106 µM), for the others: top-dose fluorescence change, negative = quenching. hit rate 0.29% among 280,000; active = well fitted curve in either direction with a large enough effect; inconclusive = small, poorly fitted or top-dose-only effect; note: % is set by controls: 0 for no effect and ±100 for the full control effect
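Flags fluorescent or light-absorbing compounds by total fluorescence, S + 2P, at 555 nm excitation and 632 nm emission. Mixture: 20 nM Texas Red SRC2 peptide, 0.6 uM human TRb LBD, 1 uM T3, 5% DMSO; compound exposure 5 h at ambient temperature.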
Tau fibril ThT: blocks human tau fibril formation measured by thioflavin T; P10636; Potency, µM (doses to about 57.4 µM), for inactives: at the top dose activity, negative = inhibition, usual class: inhibitors; recombinant tau K18 P301L, heparin-induced fibrillization, ThT fluorescence; hit rate 2.1% among 270,000; AID 1460; note: % is set by controls: 0 for no effect and ±100 for the full control effect; nearly all actives have a fitted effect of over 55% in size
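ThT emission at 510 nm, taken 1 hr after adding 30 uM dye, quantifies aggregates formed when 20 uM heparin acts on human tau K18 P301L for 6 hr at 37 C.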
Tau fluor counter: counter-screen for tau fibril formation inhibitors; tau K18 P301L Alexa594 fluorescence, heparin fibrillization; Potency, µM (top dose mostly 57.7 µM), for the others: at the highest dose activity change, negative = decrease; hit rate 0.93% among 280,000; AID 1463; note: % is set by controls: 0 for no effect and ±100 for the full control effect; nearly all actives have a fitted effect of over 55% in size
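Human tau K18 P301L (15 uM unlabeled, 0.24 uM Alexa 594-labeled) in 100 mM sodium acetate pH 7 with 20 uM heparin, 6 hr at 37 C. ThT 30 uM added, 1 hr ambient; Alexa 594 FP and total fluorescence read at 555/632 nm.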
* hit, by the source's call; i = inactive; ? = inconclusive; nt = no result given; [ ] = remark or other dose. Unless noted, calls come from the whole dose curve; as a rule, active = well fitted curve in the direction sought with a large enough effect; inconclusive = small, poorly fitted or top-dose-only effect, or another doubt; inactive = no such curve, though single readings can be large; an effect the other way counts as inactive or inconclusive. Potency is the fitted concentration of half-maximal effect. The list is partial; count on the stated rates, not on these rows.

SMILES,RECQ1 helicase,Tau fibril FP,HTT ATP protect,Tau fluor counter,TR SRC2 fluor cs,L3MBTL1 inh,Tau fibril ThT,TRb-SRC2 inh
COc1ccc(CN2CCN(C(=O)CC(C)C)CC2)cc1OC,6.8%,3.2%,2.8%,0.7%,1.8%,-9.6%,4.3%,1.1%
Nc1nnc(SCC(=O)OCC(=O)Nc2ccc(Br)cc2)s1,-2.7%,-10.2%,8.8%[10 µM],-20.4%,-7.5%,-5.8%,-10.4%,-10.3%
O=C1CC2C(=O)NCCN2C(=NC(=O)c2ccc(Cl)cc2)N1 (configuration not stated),i,-5.9%,-28.3%,-1.1%,-1.1%,18.2%,-1.8%,5.3%
COc1ccc(Cl)cc1NC(=O)C(=O)NCc1ccc(Cl)cc1,nt,-14.4%,nt,-18.5%,2.1%,nt,-1.0%,-6.8%
Cc1ccc(S(=O)(=O)N2CCCC2C(=O)NC2CCCCC2)cc1 (configuration not stated),-3.5%,-1.0%,-2.7%[0.074 µM],-0.3%,2.8%,4.3%,1.8%,10.0%
CN(C)CCCN(Cc1ccc2c(c1)OCO2)C(=O)NC1CCCCC1,-3.0%,13.7%,-0.4%[10 µM],1.0%,-6.2%,-5.0%,-6.1%,-2.7%
CCN1CCCC(NC(=O)c2cc([N+](=O)[O-])ccc2OC)C1 (configuration not stated),-2.3%,-1.4%,-17.5%[0.074 µM],10.3%,1.1%,13.0%,8.0%,1.4%
CCOC(=O)CSc1nc(-c2ccc(OCC)cc2)cc(C(F)(F)F)c1C#N,nt,-9.6%,nt,-0.7%,-0.2%,nt,1.3%,-0.3%
COc1ccc(NC(=O)/C=C/c2ccc(Cl)cc2)cc1,-8.5%,?,nt,?,-4.0%,nt,6.5%,7.0%
Cc1ccc(CNC(=O)c2sc3ncnc(N(C)C4CCCCC4)c3c2C)cc1,nt,-6.0%,nt,-25.0%,-4.7%,nt,-17.7%,0.3%
Cc1ccc(N2C(=O)CS/C2=C(\C(Cl)=C(Cl)Cl)[N+](=O)[O-])cc1,-24.7%,?,1.6%[10 µM],?,6.6%,nt,25.1µM*,23.0%
CCC(C)(C(=O)NC1CCCCC1)N(C(=O)Cc1cccs1)c1ccccc1 (configuration not stated),-11.0%,-3.2%,-44.4%[10 µM],-7.5%,6.9%,-0.5%,-11.1%,8.7%
Cc1ccc(-c2cccc(CN3CCN(C4CCN(C(C)C)CC4)C(CCO)C3)c2)o1 (configuration not stated),i,1.1%,-25.0%[10 µM],-1.6%,-1.7%,-7.1%,-9.9%,-0.1%
Cc1ccc(-c2csc3ncnc(Cl)c23)cc1,-2.1%,-5.0%,1.2%[10 µM],-3.0%,1.3%,11.6%,-17.3%,4.0%
CCc1ccc(CNC(=O)C2CCN(c3nn4cc(-c5ccc(F)cc5)nc4s3)CC2)cc1,nt,-2.4%,nt,-0.5%,6.8%,nt,-12.9%,1.7%
COc1ccc(C2=CC(c3ccc(F)cc3)n3nnnc3N2)cc1 (configuration not stated),-1.4%,-6.5%,-24.4%,-14.8%,0.1%,3.1%,-16.3%,-15.0%
Cc1noc(C)c1CSCC(=O)N1CCN(c2ccc([N+](=O)[O-])cc2)CC1,i,5.2%,2.0%,-7.6%,-1.9%,nt,?,-2.2%
COc1cc(C(=O)NCc2ccc(-c3nc4ccccc4s3)cc2)cc(OC)c1OC,-3.4%,-14.2%,2.4%[10 µM],-26.9%,2.0%,6.0%,-4.6%,9.1%
Cc1cccc(-n2c(Cc3cc(=O)[nH]c(=O)[nH]3)nnc2SC(C)C)c1,-10.9%,8.4%,8.8%[10 µM],10.1%,-3.0%,?,6.7%,9.3%
COc1ccccc1N1CCN(CC(O)COc2c(OC)cccc2OC)CC1 (configuration not stated),i,?,-22.6%,?,-1.2%,-0.9%,20µM*,-0.8%

Whole records, looked up by structure:
Results for `Cc1ccc(N2C(=O)CS/C2=C(\C(Cl)=C(Cl)Cl)[N+](=O)[O-])cc1` : RECQ1 helicase = -24.7%; Tau fibril FP = ?; HTT ATP protect = 1.6%[10 µM]; Tau fluor counter = ?; TR SRC2 fluor cs = 6.6%; L3MBTL1 inh = nt; Tau fibril ThT = 25.1µM*; TRb-SRC2 inh = 23.0%
Results for `Cc1ccc(CNC(=O)c2sc3ncnc(N(C)C4CCCCC4)c3c2C)cc1` : RECQ1 helicase = nt; Tau fibril FP = -6.0%; HTT ATP protect = nt; Tau fluor counter = -25.0%; TR SRC2 fluor cs = -4.7%; L3MBTL1 inh = nt; Tau fibril ThT = -17.7%; TRb-SRC2 inh = 0.3%

(continued)
SMILES,RECQ1 helicase,Tau fibril FP,HTT ATP protect,Tau fluor counter,TR SRC2 fluor cs,L3MBTL1 inh,Tau fibril ThT,TRb-SRC2 inh
CCn1c(CCNC(=O)c2ccc(C)cc2)n[nH]c1=S,i,8.1%,nt,0.5%,-3.4%,4.3%,-4.4%,3.6%
O=C(c1cc2c(=O)[nH]c3ccccc3c2s1)N1CCN(c2ccc(F)cc2)CC1,nt,-2.2%,nt,-18.1%,-0.3%,nt,?,-5.6%
COc1ccc(N(Cc2cccs2)C(=O)c2ccc(OCC(C)C)cc2)cc1,nt,13.4%,nt,-13.8%,?,nt,?,-10.6%
COc1ccc(Nc2nc(-c3ccccc3F)nc3ccccc23)cc1OC,nt,14.8%,nt,10µM*[quencher],-6.1%,nt,?,-2.4%
CCOC(=O)CSc1nnc(CNC(=O)c2cc(OCC)c(OCC)c(OCC)c2)n1C,-4.7%,-1.3%,1.1%,-7.5%,-0.4%,-3.7%,-8.7%,2.4%
COC(=O)C1=C(C)N=C2SC(C)C(=O)N2C1c1cccc(F)c1 (configuration not stated),-26.8%,-4.1%,9.3%,-14.7%,0.6%,-1.1%,-10.1%,-15.1%
CCc1cccc(NC(=O)CSC2=NS(=O)(=O)c3ccccc32)c1,-3.9%,-17.4%,-22.1%,-17.9%,-4.5%,nt,?,-11.3%
CC1Cc2cc(/C(O)=C3/C(=O)C(=O)N(CCCN(C)C)C3c3ccncc3)ccc2O1 (configuration not stated),-1.1%,-2.4%,13.3%,1.7%,-0.2%,nt,-4.2%,0.6%
CCOC(=O)C1CCCN(C(=O)Cn2nc(CC)n3c(cc4occc43)c2=O)C1 (configuration not stated),nt,-1.9%,nt,-0.9%,-1.6%,nt,1.3%,6.2%
Cc1cc(C)c2nc(C)cc(Nc3ccc(C(=O)N(C)C)cc3)c2c1,-8.1%,4.6%,-19.0%[10 µM],-15.6%,0.1%,3.3%,-14.9%,-4.8%

Quoted at random: 2 compounds from above, in no set order.
SMILES,RECQ1 helicase,Tau fibril FP,HTT ATP protect,Tau fluor counter,TR SRC2 fluor cs,L3MBTL1 inh,Tau fibril ThT,TRb-SRC2 inh
COc1ccc(Cl)cc1NC(=O)C(=O)NCc1ccc(Cl)cc1,nt,-14.4%,nt,-18.5%,2.1%,nt,-1.0%,-6.8%
CCc1cccc(NC(=O)CSC2=NS(=O)(=O)c3ccccc32)c1,-3.9%,-17.4%,-22.1%,-17.9%,-4.5%,nt,?,-11.3%

Carrying on.
SMILES,RECQ1 helicase,Tau fibril FP,HTT ATP protect,Tau fluor counter,TR SRC2 fluor cs,L3MBTL1 inh,Tau fibril ThT,TRb-SRC2 inh
Cc1onc(-c2ccccc2)c1NC(=O)N(Cc1ccccc1)C(C)C,4.7%,-1.9%,12.7%[10 µM],-2.0%,-0.9%,-13.8%,-3.5%,0.3%
COCCNC(=O)C1CC2Cn3c(nc4cc5ccccc5cc43)C2N1C (configuration not stated),-11.9%,-3.6%,25.5%[10 µM],4.4%,-2.3%,nt,-2.6%,2.9%
C/C(=N\NC(=O)CCc1ccc(S(=O)(=O)N2CCOCC2)cc1)c1ccc(Br)cc1,-1.6%,1.9%,-33.8%,-13.1%,-0.5%,-0.4%,-4.9%,-7.4%
Cc1nn2c(C)c(C(=O)N3CCN(c4ccc(Cl)cc4)CC3)cnc2c1-c1ccc(F)cc1,nt,5.7%,nt,-13.8%,-4.7%,nt,-12.5%,3.7%
CS(=O)(=O)N(CC(=O)Nc1ccccc1C(=O)N1CCCC1)c1cccc([N+](=O)[O-])c1,24.7%,-3.7%,-34.1%,-3.7%,-1.1%,-0.3%,-4.5%,-4.4%
OCCC1CN(Cc2nc3c(s2)CCCC3)CCN1Cc1ccsc1 (configuration not stated),-1.5%,3.4%,33.3%[10 µM],-0.1%,-0.9%,-2.5%,-4.2%,0.6%
CCNC(=O)c1ccc2c(c1)S(=O)(=O)c1ccccc1C2=O,3.0%,8.8%,-28.9%[0.074 µM],3.0%,-1.6%,4.3%,-1.6%,-0.8%
Clc1ccc(-n2ncc3c(NCc4ccc5c(c4)OCO5)ncnc32)cc1,i,?,-18.5%,-25.1%,0.9%,nt,-7.7%,0.7%
CCOC(=O)CSc1nc2c(c(=O)n1-c1ccc(OC)cc1)SCC2,-13.9%,-1.2%,2.1%[10 µM],0.2%,-0.5%,10.8%,-1.2%,-0.6%
c1ccc(-n2ncc3c2ncn2nc(-c4ccco4)nc32)cc1,5.5%,11.0%,-77.0%[inhibitor],-8.6%,3.3%,0.8%,?,5.2%
Cn1c(=O)c2nc3ccc(NC(=O)C(F)(F)F)cc3nc2n(C)c1=O,nt,-1.3%,nt,-6.3%,10.9%,nt,10.8%,1.8%
Cc1ccc(-n2nnnc2SCn2nnc3ccccc3c2=O)cc1,3.3%,-8.4%,-6.2%,-7.6%,-0.4%,nt,-12.8%,-5.2%
COc1ccc(CNC(=O)c2sc(=S)n(-c3ccccc3)c2N)cc1,4.0%,3.7%[0.0958 µM],-12.7%[10 µM],-0.2%[0.0958 µM],-1.6%,nt,nt,-1.9%
CCOC(=O)C1CCN(S(=O)(=O)c2c(C)[nH]c(=O)[nH]c2=O)CC1,-8.2%,-1.1%,4.7%[1.9 µM],-0.8%,-1.0%,8.7%,10.2%,-0.3%

Compound activity: PubChem, National Center for Advancing Translational Sciences (NCATS)
